EZH2 inh = EZH2/PRC2 methyltransferase inhibitors, primary screen, biochemical, DELFIA time-resolved fluorescence, single point; 57,000 tested, 0.35% active; Histone-lysine N-methyltransferase EZH2 (Homo sapiens), Q15910; PRC2 H3K27 methylation, DELFIA TRF, 1 h; inhibition, % at 12.5 µM;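 active = mean inhibition of replicates at least 50% and every single replicate also reaching 50%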;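 note: dimethyl H3K27 on biotinylated H3 21-44 peptide detected by antibody; plate controls were median neutral control wells for no effect and median positive control wells for full effect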
IDH1 mut inh = inhibitors of IDH1 R132H reductase, primary screen, biochemical, plate reader, single point. 70,000 tested, 0.18% active. diaphorase/resazurin fluorescence, 60 min. AID 624101, 2012. inhibition, % at 10 µM; in the data active = inhibition above about 34%;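 note: 0% = DMSO and 100% = no enzyme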
Target sequence (O75874 whole entry R132H): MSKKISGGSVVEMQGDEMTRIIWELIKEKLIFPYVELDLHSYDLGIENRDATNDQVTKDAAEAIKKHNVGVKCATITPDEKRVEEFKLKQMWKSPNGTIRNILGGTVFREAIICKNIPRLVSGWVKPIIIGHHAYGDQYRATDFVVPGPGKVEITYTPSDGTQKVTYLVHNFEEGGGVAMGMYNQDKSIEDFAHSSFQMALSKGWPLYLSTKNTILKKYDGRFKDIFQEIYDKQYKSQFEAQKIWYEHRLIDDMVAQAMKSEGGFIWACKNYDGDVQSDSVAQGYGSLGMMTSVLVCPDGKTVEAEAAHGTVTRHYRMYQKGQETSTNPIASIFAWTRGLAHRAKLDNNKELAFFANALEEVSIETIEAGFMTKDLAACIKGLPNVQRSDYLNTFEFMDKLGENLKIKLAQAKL
An asterisk follows results filed as active; · = no result given; & = joins results of further samples.

compound	EZH2 inh	IDH1 mut inh
Cc1ccc(S(=O)(=O)N[C@@H]2CC[C@H](CC(=O)NCCc3ccncc3)O[C@H]2CO)cc1	4	0.0
C[C@H]1CN([C@@H](C)CO)C(=O)c2cc(/C=C/c3ccccc3)cnc2O[C@@H]1CN(C)C(=O)C1CC1	-6	-5.6
CCOC(=O)c1c(NC(=O)Cn2nnc(-c3ccccc3)n2)sc2c1CCCC2	13	0.1
COc1cccc(-c2nn(-c3ccccc3)cc2C(=O)n2nnc3ccccc32)c1	-8	-0.1
C[C@H]1CN([C@@H](C)CO)S(=O)(=O)c2ccc(-c3cncnc3)cc2O[C@H]1CN(C)C(=O)Cc1ccccc1	0	0.1
C[C@@H]1CN([C@H](C)CO)S(=O)(=O)c2ccc(-c3ccccc3F)cc2O[C@@H]1CN(C)Cc1ccncc1	1	17
COC1C(O)C(CO)OC1n1cnc2c(NC3CCCCC3)ncnc21 (stereo not given)	·	0.0
CC1O[C@@H](Oc2c(-c3ccc(O)c(O)c3)oc3cc(O)cc(O)c3c2=O)[C@H](O)[C@H](O)[C@H]1O (stereo not given in full)	·	-1.4
CC(=O)N(C)C[C@@H]1Oc2ncc(/C=C/c3ccccc3)cc2C(=O)N([C@@H](C)CO)C[C@H]1C	27	0.0
CN1CCN(C(=O)C[C@H]2C=C[C@H](NS(=O)(=O)c3cccc(F)c3)[C@@H](CO)O2)CC1	-2	0.1
COc1ccc(S(=O)(=O)N(C)C[C@H]2OCCCC[C@H](C)Oc3ccc(NC(=O)Nc4cccc5ccccc45)cc3C(=O)N([C@H](C)CO)C[C@@H]2C)cc1	·	0.0
COc1ccc(CN(C)C[C@H]2Oc3ccc(NC(=O)Cn4cnnn4)cc3C(=O)N([C@H](C)CO)C[C@@H]2C)cc1	6	-4.9
CCS(=O)(=O)NCC[C@@H]1CC[C@@H](NC(=O)Nc2cc(Cl)cc(Cl)c2)[C@H](CO)O1	-1	0.2
C[C@H](O)C#Cc1cnc2c(c1)C(=O)N([C@@H](C)CO)C[C@@H](C)[C@H](CN(C)C(=O)c1ccccc1F)O2	-4	·
C[C@@H]1CN([C@H](C)CO)C(=O)Cc2cc(NC(=O)C3CCCCC3)ccc2O[C@H]1CN(C)Cc1ccc(C(F)(F)F)cc1	·	0.2

(continued)
compound	EZH2 inh	IDH1 mut inh
O=C(Nc1ccccc1F)N[C@H]1CC[C@H](CCNS(=O)(=O)c2ccccc2)O[C@@H]1CO	21	0.0
Cc1noc(C)c1S(=O)(=O)Nc1ccc2c(c1)C(=O)N([C@H](C)CO)C[C@H](C)[C@@H](CN(C)C)O2	1	1.8
COc1ccccc1-c1ccc2c(c1)O[C@@H](CN(C)C)[C@@H](C)CN([C@H](C)CO)S2(=O)=O	-7	-0.5
COc1ccc(S(=O)(=O)N(C)C[C@H]2OCCCC[C@H](C)Oc3ccc(NC(=O)CCC(F)(F)F)cc3C(=O)N([C@H](C)CO)C[C@H]2C)cc1	·	-0.1
CO[C@H]1CN(C)C(=O)c2cc(NS(=O)(=O)c3ccccc3)ccc2OC[C@@H](C)N(Cc2ccccn2)C[C@H]1C	3	0.2
COCCOC(=O)N1C(=O)[C@@]2(c3cc(C#CCC(C(=O)OC)C(=O)OC)ccc31)[C@H](C(=O)Nc1nc3ccccc3s1)[C@H]1C(=O)O[C@H](c3ccccc3)[C@H](c3ccccc3)N1[C@@H]2c1ccccc1OCCO	6	0.0
C[C@H](O)C#Cc1cnc2c(c1)C(=O)N([C@H](C)CO)C[C@@H](C)[C@@H](CN(C)Cc1ccccn1)O2	-16	·
CC(=O)N(C)C[C@@H]1Oc2ncc(C#C[C@H](C)O)cc2C(=O)N([C@H](C)CO)C[C@@H]1C	11	-3.2
CC(=O)N[C@H]1CC[C@@H](CCNC(=O)C2CCC2)O[C@H]1CO	8	0.2
C[C@H](CO)N1C[C@H](C)[C@H](CN(C)C(=O)c2cccc(F)c2)Oc2ncc(-c3cccnc3)cc2C1=O	0	-3.3
Cc1noc(C)c1S(=O)(=O)Nc1ccc2c(c1)C(=O)N([C@@H](C)CO)C[C@@H](C)[C@H](CN(C)S(=O)(=O)c1cn(C)cn1)OCCCC[C@H](C)O2	·	-9.6
CC(C)[C@@H](C)NC(=O)N(C)C[C@H]1OCc2ccccc2-c2c(n(C)c3ccccc23)C(=O)N([C@H](C)CO)C[C@@H]1C	-7	·
COc1ccc(S(=O)(=O)Nc2ccc3c(c2)CC(=O)N([C@@H](C)CO)C[C@@H](C)[C@@H](CN(C)C(=O)Nc2ccc(C(F)(F)F)cc2)O3)cc1	·	0.4
CNC[C@@H]1Oc2cc(C#CC(C)(C)O)ccc2S(=O)(=O)N([C@@H](C)CO)C[C@H]1C	-2	-2.6
O=C(C1c2ccccc2C(=O)N2CCc3ccccc3C12)N1CCCC1 (stereo not given)	-2	1.2

Ten neighbouring records out of the list so far, quoted:
compound	EZH2 inh	IDH1 mut inh
COCCOC(=O)N1C(=O)[C@@]2(c3cc(C#CCC(C(=O)OC)C(=O)OC)ccc31)[C@H](C(=O)Nc1nc3ccccc3s1)[C@H]1C(=O)O[C@H](c3ccccc3)[C@H](c3ccccc3)N1[C@@H]2c1ccccc1OCCO	6	0.0
C[C@H](O)C#Cc1cnc2c(c1)C(=O)N([C@H](C)CO)C[C@@H](C)[C@@H](CN(C)Cc1ccccn1)O2	-16	·
CC(=O)N(C)C[C@@H]1Oc2ncc(C#C[C@H](C)O)cc2C(=O)N([C@H](C)CO)C[C@@H]1C	11	-3.2
CC(=O)N[C@H]1CC[C@@H](CCNC(=O)C2CCC2)O[C@H]1CO	8	0.2
C[C@H](CO)N1C[C@H](C)[C@H](CN(C)C(=O)c2cccc(F)c2)Oc2ncc(-c3cccnc3)cc2C1=O	0	-3.3
Cc1noc(C)c1S(=O)(=O)Nc1ccc2c(c1)C(=O)N([C@@H](C)CO)C[C@@H](C)[C@H](CN(C)S(=O)(=O)c1cn(C)cn1)OCCCC[C@H](C)O2	·	-9.6
CC(C)[C@@H](C)NC(=O)N(C)C[C@H]1OCc2ccccc2-c2c(n(C)c3ccccc23)C(=O)N([C@H](C)CO)C[C@@H]1C	-7	·
COc1ccc(S(=O)(=O)Nc2ccc3c(c2)CC(=O)N([C@@H](C)CO)C[C@@H](C)[C@@H](CN(C)C(=O)Nc2ccc(C(F)(F)F)cc2)O3)cc1	·	0.4
CNC[C@@H]1Oc2cc(C#CC(C)(C)O)ccc2S(=O)(=O)N([C@@H](C)CO)C[C@H]1C	-2	-2.6
O=C(C1c2ccccc2C(=O)N2CCc3ccccc3C12)N1CCCC1 (stereo not given)	-2	1.2

Next section
compound	EZH2 inh	IDH1 mut inh
C[C@@H]1CN([C@H](C)CO)C(=O)c2cccc(NS(C)(=O)=O)c2O[C@@H]1CN(C)Cc1ccc(Oc2ccccc2)cc1	·	1.0
C[C@@H]1CN([C@@H](C)CO)C(=O)c2cc(NC(=O)Cn3cnnn3)ccc2O[C@H]1CN(C)C(=O)Nc1ccc(F)cc1	·	3.6
COc1ccc(NC(=O)N(C)C[C@@H]2Oc3ncc(-c4ccccc4)cc3C(=O)N([C@H](C)CO)C[C@@H]2C)cc1	3	-4.4
CC(C)C#Cc1cnc2c(c1)C(=O)N([C@@H](C)CO)C[C@H](C)[C@H](CN(C)C(=O)Nc1cc(F)ccc1F)O2	-16	-0.6
O=C(CSCCO)Nc1ccc(F)cc1	-7	1.1
C[C@H]1CN([C@@H](C)CO)C(=O)c2cc(NC(=O)c3ccncc3)ccc2O[C@@H]1CN(C)Cc1ccc(C(F)(F)F)cc1	4	1.7
COCCNC(=O)C[C@@H]1C[C@H]2c3cc(NC(=O)Nc4ccc(OC)cc4)ccc3O[C@H]2[C@@H](CO)O1	3	-0.1
COc1ccc(CN(C)C[C@@H]2Oc3c(NS(=O)(=O)c4cn(C)cn4)cccc3C(=O)N([C@@H](C)CO)C[C@H]2C)cc1	9	1.2
C[C@H](CO)N1C[C@H](C)[C@H](CN(C)C(=O)c2ccccn2)Oc2cc(C#CC3CC3)ccc2S1(=O)=O	12	-0.8
Cn1c(SCC(=O)N2CCCCC2)nnc1-c1cccc(NC(=O)c2ccccc2)c1	2	0.3
C[C@H](CO)N1C[C@H](C)[C@H](CN(C)C)Oc2c(NC(=O)Nc3ccc(C(F)(F)F)cc3)cccc2C1=O	·	2.2
C/C=C/c1cnc2c(c1)C(=O)N([C@H](C)CO)C[C@H](C)[C@@H](CN(C)C(=O)C1CCC1)O2	4	-0.2
C[C@@H]1CN([C@H](C)CO)C(=O)c2cc(NC(=O)c3ccncc3)ccc2O[C@@H]1CN(C)Cc1ccc2c(c1)OCO2	-3	0.0
COCC(=O)Nc1ccc2c(c1)OC[C@@H](C)N(C(=O)c1cnccn1)C[C@@H](C)[C@H](OC)CN(C)C2=O	6	-0.1
C[C@@H]1CN([C@H](C)CO)C(=O)c2c(c3ccccc3n2C)-c2ccccc2CO[C@H]1CN(C)C(=O)c1ccc(F)cc1	-14	-1.3

Additional compounds follow:
compound	EZH2 inh	IDH1 mut inh
CC(=O)Nc1ccc(C(=O)CSc2nnc(-c3ccccc3Cl)o2)cc1	0	0.5
C[C@@H]1CN([C@H](C)CO)C(=O)c2cc(NS(=O)(=O)c3cccs3)ccc2O[C@@H]1CN(C)Cc1ccc(Cl)c(Cl)c1	14	-0.5
COCc1cn(CC[C@H]2CC[C@H](NC(=O)c3ccncc3)[C@@H](CO)O2)nn1	6	0.1
CNC[C@H]1Oc2ccc(NC(=O)Nc3ccccc3)cc2CC(=O)N([C@@H](C)CO)C[C@H]1C	2	0.6
COc1ccc(S(=O)(=O)Nc2ccc3c(c2)C(=O)N([C@@H](C)CO)C[C@@H](C)[C@@H](CN(C)C(=O)Nc2ccccc2)OCCCC[C@@H](C)O3)cc1	·	0.8
COc1ccc(CN(C)C[C@@H]2Oc3ccc(NC(=O)C4CCCCC4)cc3C(=O)N([C@@H](C)CO)C[C@H]2C)cc1	0	1.1
C[C@@H]1CN([C@H](C)CO)C(=O)c2cc(NS(=O)(=O)c3cn(C)cn3)ccc2O[C@@H](C)CCCCO[C@H]1CN(C)S(=O)(=O)c1cccs1	·	3.1
O=C(CNC(=O)c1ccccc1)Nc1cccc(-c2cnc3ccccc3n2)c1	-8	-0.3
COc1ccc(CN(C)C[C@@H]2Oc3ccc(N(C)C)cc3CC(=O)N([C@@H](C)CO)C[C@H]2C)cc1	-7	-0.5
O=C(C[C@H]1CC[C@H](NC(=O)Cc2ccccn2)[C@H](CO)O1)NCCCN1CCOCC1	0	0.3
COc1ccc(NC(=O)CSc2nc3ccc([N+](=O)[O-])cc3s2)cc1Cl	0	-0.1
COc1cccc(NC(=O)N[C@@H]2CC[C@H](CC(=O)NCc3ccncn3)O[C@@H]2CO)c1	-10	-0.2
C[C@H](CO)N1C[C@H](C)[C@H](CN(C)S(=O)(=O)CC(F)(F)F)OCc2ccccc2-c2c(n(C)c3ccccc23)C1=O	-9	-0.3
C[C@H]1CN([C@@H](C)CO)S(=O)(=O)c2ccc(/C=C/c3ccccc3)cc2O[C@@H]1CN(C)C(=O)c1ccncc1	-9	-1.4
CCCNC(=O)N(C)C[C@H]1Oc2ncc(-c3ccccc3F)cc2C(=O)N([C@@H](C)CO)C[C@H]1C	10	0.1

New compounds follow:
compound	EZH2 inh	IDH1 mut inh
O=C(C[C@H]1C=C[C@@H](NC(=O)Nc2cc(F)ccc2F)[C@H](CO)O1)NCCCN1CCOCC1	-12	-0.3
COc1ccc(NC(=O)Nc2cccc3c2O[C@H](CN(C)Cc2ccc4c(c2)OCO4)[C@@H](C)CN([C@H](C)CO)C3=O)cc1	0	·
CC(=O)N(C)C[C@@H]1Oc2ncc(C#Cc3cccc(F)c3)cc2C(=O)N([C@H](C)CO)C[C@H]1C	-6	-0.1
C[C@@H]1CN([C@H](C)CO)C(=O)c2cc(NC(=O)NC3CCCCC3)ccc2O[C@@H](C)CCCCO[C@@H]1CN(C)S(=O)(=O)c1cccs1	·	-1.1
Cc1ccc(S(=O)(=O)Nc2ccc3c(c2)CC(=O)N([C@H](C)CO)C[C@@H](C)[C@@H](CN(C)C(=O)Nc2ccc(F)cc2)O3)cc1	8	0.3
C[C@H](CO)N1C[C@H](C)[C@@H](CN(C)Cc2ccc(C(=O)Nc3ccccc3N)cc2)Oc2ccc(NS(=O)(=O)c3ccc(Cl)cc3)cc2CC1=O	·	0.1
C[C@@H]1CCCCO[C@H](CN(C)CC2CCCCC2)[C@H](C)CN([C@H](C)CO)C(=O)c2cc(NC(=O)CCCN(C)C)ccc2O1	-19	·
COc1ccc(S(=O)(=O)N(C)C[C@@H]2OCCCC[C@H](C)Oc3ccc(NC(=O)Nc4cccc5ccccc45)cc3C(=O)N([C@H](C)CO)C[C@@H]2C)cc1	·	0.5
CO[C@H]1CN(C)C(=O)c2cc(NC(=O)NC(C)C)ccc2OC[C@H](C)N(CCC(F)(F)F)C[C@@H]1C	1	·
C[C@H](CO)N1C[C@H](C)[C@H](CN(C)Cc2ccc(F)cc2)Oc2ncc(-c3ccc(F)cc3)cc2C1=O	13&-3	-1.5&-1.5
C[C@H](CO)N1C[C@H](C)[C@@H](CN(C)Cc2ccccc2)OCCCC[C@H](C)Oc2ccc(N(C)C)cc2C1=O	3	-1.0
CS(=O)(=O)Nc1ccc2c(c1)[C@@H]1C[C@H](CC(=O)NCc3ccc(Oc4ccccc4)cc3)O[C@@H](CO)[C@@H]1O2	1	-0.3
C[C@@H]1CCCCO[C@H](CN(C)S(C)(=O)=O)[C@H](C)CN([C@@H](C)CO)C(=O)c2cc(NC(=O)Nc3ccccc3)ccc2O1	·	4.0
C[C@@H]1CN([C@H](C)CO)C(=O)c2cc(-c3cccc(F)c3)cnc2O[C@H]1CN(C)C(=O)C1CCC1	17	-0.5

Screens: PubChem BioAssay, Broad Institute

A portion of the library (hit frequency here may not be typical).
